High-throughput results as filed in PubChem.
All columns: NCI-60 one-dose screen, growth in % after 48 h at 10 µM unless noted; 100 = growth as untreated, 0 = no growth, -100 = all killed.
MALME-3M: MALME-3M melanoma. 78,000 compounds, 5.8% hits
LOX IMVI: LOX IMVI melanoma. 79,000 compounds, 7.4% hits. AID 1794757
T-47D: T-47D breast cancer | 79,000 compounds, 5% hits
SK-MEL-2: SK-MEL-2 melanoma. 77,000 compounds, 4.7% hits
BT-549: BT-549 breast cancer | 78,000 compounds, 4.4% hits | AID 1794793
MDA-MB-231: MDA-MB-231 breast cancer | 81,000 compounds, 5% hits
MCF7: MCF7 breast cancer; 82,000 compounds, 6.3% hits; AID 1794796
HS 578T: HS 578T breast cancer. AID 1794788. 78,000 compounds, 4.1% hits
Active calls of the source: *; · = no result given; & = joins results of further samples. The calls were made as follows: active = growth percent below 10; inactive = the rest.

Results follow in this order: LOX IMVI | T-47D | BT-549 | SK-MEL-2 | MCF7 | MDA-MB-231 | HS 578T | MALME-3M
NC(N)=N/N=C(\C(=N\N=C(N)N)c1ccccc1)c1ccccc1
  103 | 106 | 101 | 114 | 97 | 109 | 105 | 105
Cc1cccc[n+]1CC(O)C[n+]1ccccc1C
  98 | 51 | 79 | 68 | 91 | 103 | 96 | 98
CCC1(c2ccccc2)CN(C)C1=O (stereo unspecified)
  96 | 102 | 109 | 113 | 109 | 108 | 101 | 105
O=C1NC(=O)c2cc(C(F)(F)F)ccc21
  95 | 96 | 106 | 82 | 98 | 117 | 131 | 91
C#CCOC(=O)/C=C/c1cn(-c2ccccc2)nc1-c1ccccc1
  101 | 85 | 98 | 96 | 91 | 91 | 94 | 103
CC1(C)CC(=O)C2=C(C1)OC(C(=O)c1ccc(Cl)cc1)C2c1cccc(Oc2ccccc2)c1 (stereo unspecified)
  67 | 37 | 79 | 71 | 58 | 68 | 80 | 89
c1ccc(-c2nn[nH]n2)c(-c2ccc(Cn3cnnc3)cc2)c1
  94 | 105 | 100 | 133 | 93 | 98 | 98 | 107
O=C(Nc1cc(Cl)cc(Cl)c1)Nc1ccc2oc(=O)ccc2c1
  15 | 3.5* | 29 | · | 5.5* | 25 | 39 | 0.2*
CCNCCNc1cc(-c2ccc(C(F)(F)F)cc2)c(C#N)c2nc3ccccc3n12
  -95* | -59* | -74* | -48* | -72* | -80* | -46* | -78*
CC1CC(=O)N(CCc2ccccc2)C(=O)C1
  102 | 95 | 104 | 104 | 101 | 109 | 112 | 112
CN(C)CCCNC(=O)C1COc2ccccc2O1 (stereo unspecified)
  96 | 94 | · | 100 | 97 | 106 | 98 | 106
Cc1cnc(-c2ccc(-c3ccc(NC(=O)Nc4c(F)cc(F)cc4F)cc3F)c3c2C(=O)NC3)[nH]1
  33 | 74 | 56 | 58 | 22 | 36 | -5.6* | -3.2*
CC(C)c1ccc(\C=N/N=C(N)/C(N)=N\N=C/c2ccc(C(C)C)cc2)cc1
  94 | 74 | 99 | 100 | 86 | 100 | 109 | 104
CC(=O)Nc1c(I)c(C(=O)O)c(I)c(N(C)C(C)=O)c1I
  107 | 95 | 107 | 117 | 96 | 109 | 84 | 122
O=C(O)C(c1ccccc1)N1C(=O)/C(=C/c2ccc(O)c(O)c2)SC1=S (stereo unspecified)
  101 | 96 | 103 | 120 | 99 | 99 | 104 | 103
CCn1c(SCC(=O)Nc2cccc(C(=O)/C=C/c3ccc(OC)c(OC)c3)c2)nc2ccccc2c1=O
  46 | 88 | 86 | 105 | 73 | 90 | 102 | 93
Nc1nc2c(c3ncccc13)C(c1ccccc1)Cc1ncccc1-2 (stereo unspecified)
  71 | 71 | 73 | · | 46 | 66 | 87 | 76
CCCCCCCCCCNCCC(=O)O
  88 | 100 | · | 108 | 99 | 97 | 89 | 102
N#C/C(C(=O)Nc1ccc(S(N)(=O)=O)cc1)=C1\C(=O)Nc2ccc(Cl)cc21
  96 | 98 | 94 | 110 | 100 | 94 | 106 | 94
O=c1[nH]nc(-c2n[nH]c(=O)o2)o1
  96 | 95 | 88 | 102 | 105 | 103 | 106 | 99
COc1ccc(/C=N/NC(=O)c2ccc(S(C)(=O)=O)cc2)cc1
  99 | 110 | 105 | 88 | 94 | 96 | 102 | 111
OC(CBr)C(O)CBr (stereo unspecified)
  82 | 89 | 97 | 92 | 74 | 129 | · | 95
CC(=O)OCc1cc2c(cc1[N+](=O)[O-])OCO2
  93 | 95 | 97 | 105 | 101 | 103 | 105 | 110
COc1cc(C2=N/C(=C\c3cc4ccc(OCc5ccccc5)cc4nc3OC)C(=O)N2)cc(OC)c1OC
  90 | 83 | 90 | 88 | 89 | 106 | 81 | 101
COc1ccc(C(=O)c2sc3sc(C(=O)c4ccc(OC)cc4)c(N)c3c2N)cc1
  · | 101 | 85 | 111 | 103 | 117 | 109 | 124
COc1ccc(Nc2nccc(Nc3ccc4[nH]ncc4c3)n2)cc1
  19 | -3.7* | 44 | 30 | 13 | 49 | 47 | 76
COc1cc(C(=O)c2cc(C)c3[nH]c4ccc(C)cc4c3c2C)cc(OC)c1OC
  11 | 40 | 14 | 60 | 12 | 28 | 43 | 34
O=C(/C=C/c1ccco1)c1ccc(F)cc1
  · | 119 | 109 | 115 | 97 | 114 | 114 | 124
CCOC(=O)C1C(C)NC(C)C(C(=O)OCC)C1C (stereo unspecified)
  98 | 126 | 100 | 114 | 113 | 108 | 111 | 90
O=C(/C=C/c1cccc(OCc2ccc(F)cc2)c1)c1nc2ccccc2[nH]1
  · | 22 | 16 | 104 | 3.5* | · | · | 96
CC1=NN(c2cccc(Cl)c2)C(=O)/C1=C\c1cccn1Cc1ccccc1
  108 | 99 | · | 105 | 90 | 87 | 100 | 91
CCC(=CCC1=C(O)c2ccccc2C(=O)C1=O)CC
  42 | 83 | · | 86 | 57 | 67 | 99 | 117
COc1ccc(OC)c2ncccc12
  96 | 100 | 97 | 87 | 85 | 109 | 107 | 90
CCOP(=O)(CCCCCCP(=O)(OCC)OCC)OCC
  111 | 103 | 109 | 127 | 96 | 122 | 127 | ·
Cc1nn(-c2ccc(F)cc2)c2ncnc(NN)c12
  87 | 68 | 111 | 82 | 88 | 77 | 104 | 81
CCCCOCCOC(=O)c1ccccc1C(=O)OCCOCCCC
  87 | 94 | 108 | 118 | 93 | 90 | 85 | 103
Cc1cccc(CC2(O)C(=O)Nc3ccccc32)n1 (stereo unspecified)
  · | 109 | 105 | 110 | 105 | 103 | 111 | 126
Cc1c(C(=O)c2ccc3c(c2)OCO3)ccc2c1OCO2
  92 | 85 | · | · | 95 | 89 | 91 | 91
COc1cc(C2C3=C(COC3=O)N(CCO)c3cc4c(cc32)OCO4)cc(OC)c1O (stereo unspecified)
  40 | 35 | 60 | 25 | 20 | 54 | 3.3* | 35
NC(N)=Nc1ccc(Oc2cccc(NC(N)=Nc3ccc(Cl)c(C(F)(F)F)c3)c2)cc1
  -27* | 58 | 44 | 83 | 42 | 61 | 36 | 62

Reprinted at random: 4 compounds from above.
Results follow in this order: LOX IMVI | T-47D | BT-549 | SK-MEL-2 | MCF7 | MDA-MB-231 | HS 578T | MALME-3M
CCCCOCCOC(=O)c1ccccc1C(=O)OCCOCCCC
  87 | 94 | 108 | 118 | 93 | 90 | 85 | 103
CCOP(=O)(CCCCCCP(=O)(OCC)OCC)OCC
  111 | 103 | 109 | 127 | 96 | 122 | 127 | ·
COc1cc(C2C3=C(COC3=O)N(CCO)c3cc4c(cc32)OCO4)cc(OC)c1O (stereo unspecified)
  40 | 35 | 60 | 25 | 20 | 54 | 3.3* | 35
Cc1nn(-c2ccc(F)cc2)c2ncnc(NN)c12
  87 | 68 | 111 | 82 | 88 | 77 | 104 | 81

(next part)
Results follow in this order: LOX IMVI | T-47D | BT-549 | SK-MEL-2 | MCF7 | MDA-MB-231 | HS 578T | MALME-3M
CC(C)C(C)(O)c1ccccc1 (stereo unspecified)
  95 | 103 | 133 | 96 | 96 | 101 | 114 | 91
CC1(C)OC2C(CO)OC(n3cnc4c(=S)nc[nH]c43)C2O1 (stereo unspecified)
  87 | 100 | 92 | 75 | 82 | 100 | 103 | 111
COc1ccc(C2N=C(SCC(=O)Nc3ccc(S(N)(=O)=O)cc3)NC(C)=C2C(C)=O)cc1 (stereo unspecified)
  · | 91 | 115 | 119 | 94 | · | · | 102
Cn1cc(/C=c2\sc3nc4ccccc4n3c2=O)c2ccccc21
  77 | 83 | 43 | 92 | 71 | 76 | 49 | 47
COc1cc(OC)c(S(N)(=O)=O)cc1C1=NN(C(C)=O)C(c2ccc(Cl)cc2)C1 (stereo unspecified)
  84 | 86 | 90 | 107 | 94 | 97 | 97 | 104
Cc1cc(Nc2nc(N3CCN(C)CC3)nc3ccccc23)n[nH]1
  73 | 71 | 76 | 44 | 46 | 83 | 51 | 69
CCCCCCCCCCCCCCCCCCC(CO)CO
  94 | · | 69 | 111 | 94 | · | 104 | 94
O=C(O)/C=C/c1ccc([N+](=O)[O-])cc1Cl
  88 | 111 | 114 | 105 | 89 | 106 | 125 | 108
COc1ccc(OC)c(-c2c(C#N)c(-c3ccccc3)nc3c2c(-c2ccccc2)nn3-c2ccccc2)c1
  89 | 80 | 89 | 100 | 93 | 75 | 88 | 98
CCc1c(C)c2cc3nc(-c4ccc(OC)cc4)oc3c(C)c2oc1=O
  95 | 74 | 108 | 88 | 79 | 101 | 100 | 101
C=C1C(=O)O[C@H]2[C@H]1CC/C(COC(=O)C(C)c1ccc(CC(C)C)cc1)=C\CC[C@@]1(C)O[C@@H]21 (stereo partly specified)
  -89* | -35* | -1.3* | 37 | 9.1* | -58* | -4.4* | -26*
N#Cc1c(-c2ccc(F)cc2)nc(N=Nc2c(O)[nH]c3ccccc23)nc1N1CCOCC1
  75 | 80 | 91 | 105 | 64 | 66 | 38 | 64
CCCCCCc1ccc(C(=O)Nc2ccc(C)cc2C(=O)O)cc1
  99 | 99 | 99 | 106 | 97 | 90 | 97 | 93
O=C1c2c(c3c4ccccc4[nH]c3c3ccc4ccccc4c23)C(=O)N1CCN1CCNCC1
  -87* | 56 | 94 | 104 | 23 | -67* | 95 | 81
CCCCOc1nc2ccc(C)cc2cc1/C=C/C(=O)/C=C1/CC(c2cc3cc(C)ccc3nc2OCCCC)Nc2ccccc2N1 (stereo unspecified)
  101 | 95 | 105 | 109 | 94 | 100 | 104 | 95
COc1ccc(Nc2ncnc3c2sc2ncccc23)cc1
  105 | 97 | 120 | · | 89 | 108 | 97 | 96
NNc1ccc(-c2ccccc2)cc1
  97 | 98 | 90 | 121 | 95 | 72 | 101 | 99
CCCCCC(=O)OC1CCC(C(C)C)CC1 (stereo unspecified)
  99 | 99 | 115 | 113 | 95 | 106 | 111 | 114
Cc1ccc(S(=O)(=O)N(CCCBr)c2ccccc2)cc1
  70 | 97 | 45 | 92 | 75 | 95 | 71 | 91
Cc1csc(/N=C(N)/N=C(\N)c2ccccc2Br)n1
  94 | 80 | 113 | 103 | 71 | 85 | 95 | 91
N#Cc1c(O)c2c(c(O)c1C#N)C(=O)c1ccccc1C2=O
  · | 23 | 69 | · | 46 | 2.7* | 70 | -16*
CC1(C)NCCC[C@]2(C)[C@H]3C=CC4=C5C[C@@](C)(C(=O)N[C@@H](CO)Cc6ccccc6)CC[C@]5(C)CC[C@@]4(C)[C@]3(C)CC[C@@H]12
  96 | 79 | 101 | 110 | 83 | 97 | 90 | 91
C[C@]12CC[C@@H]3c4cc(OC(F)F)c(OS(N)(=O)=O)cc4CC[C@H]3[C@@H]1CC[C@@H]2OS(N)(=O)=O
  33 | 43 | 63 | 36 | 20 | 54 | 5.8* | 41
COc1ccc(/C=C2\CCCCC3=C2N=C2SC(C)=CN2C3c2ccc(OC)cc2)cc1 (stereo unspecified)
  93 | 98 | 113 | 107 | 95 | 110 | 104 | 92
CC(=O)C(/C=N\C(N)=S)=C(\C)O
  95 | 102 | 100 | 108 | 99 | 108 | · | ·
Cc1cc2nc(NC(=O)CN3CCN(CCN4C(=O)c5cccc6cccc(c56)C4=O)CC3)sc2cc1C
  78 | 84 | 86 | 107 | 75 | 92 | 92 | 90
Cc1nc2sc(C(=O)Nc3ccccn3)c(N)c2cc1C(C)O (stereo unspecified)
  67 | 73 | 85 | 54 | 30 | 59 | 75 | 98
O=C1C=CC(=O)N1Cc1ccncc1
  94&95 | 104&95 | 95&100 | 118&98 | 100&103 | 111&108 | 112&102 | 106&92
Nc1c(C(=O)Nc2ccccc2Cl)sc2nc3c(cc12)CCCCCC3
  51 | 41 | 40 | 46 | 14 | · | 17 | -13*
CCN1C(=O)N(CC)C2NN3C(=O)C4(SC3=NC21)C(c1ccccc1F)CN(C)C41C(=O)Nc2ccccc21 (stereo unspecified)
  100 | 94 | 102 | 98 | 102 | 106 | 98 | 107
CC(=O)Nc1cccc2c1C(=O)OC2=O
  105 | 96 | 107 | 103 | 102 | 100 | 109 | 91
CC(NC(=O)c1ccccc1)C(=O)Nc1ccccc1 (stereo unspecified)
  100 | 117 | 104 | 104 | 98 | 115 | 114 | 145
COc1ccc(/C=C/C(=O)c2c(O)c3ccccc3oc2=O)cc1
  106 | 100 | 101 | 90 | 101 | 103 | 109 | 117
O=[N+]([O-])c1ccc(/C=N\NC(=S)N/N=C/c2ccc([N+](=O)[O-])cc2)cc1
  97&103 | 101&107 | 106&109 | 108&102 | 104&96 | 84&101 | 99&108 | 110&110
N#Cc1nc(C(c2ccccc2)c2ccccc2)oc1NCc1ccc2c(c1)OCO2
  87 | 36 | 68 | 85 | 77 | 93 | 95 | 99
COc1ccc2c(c1)NC(=O)CN2c1nc(NC2CC2)nc2ccccc12
  35 | 13 | -17* | 26 | 9.6* | 15 | 27 | 70
Cn1c(COC(=O)NCCN2CCOCC2)nc2c(N3CCOCC3)nc(Cl)nc21
  100 | 95 | 108 | 104 | 99 | 95 | 94 | 95
CCn1cc(-c2ccnc(NCCCNS(=O)(=O)c3ccc(Cl)cc3)c2)c(-c2cccc(OC)c2)n1
  100 | 79 | 111 | 107 | · | 103 | 87 | 92
C=C(C)[C@@H]1CC=C2c3sc(Cc4ccccc4C)nc3C[C@@H](C)[C@]2(C)C1
  99 | 73 | 105 | 97 | 78 | 89 | 93 | 84

Part of the list above, in markdown:
| molecule | LOX IMVI | T-47D | BT-549 | SK-MEL-2 | MCF7 | MDA-MB-231 | HS 578T | MALME-3M |
| --- | --- | --- | --- | --- | --- | --- | --- | --- |
| O=[N+]([O-])c1ccc(/C=N\NC(=S)N/N=C/c2ccc([N+](=O)[O-])cc2)cc1 | 97&103 | 101&107 | 106&109 | 108&102 | 104&96 | 84&101 | 99&108 | 110&110 |
| N#Cc1nc(C(c2ccccc2)c2ccccc2)oc1NCc1ccc2c(c1)OCO2 | 87 | 36 | 68 | 85 | 77 | 93 | 95 | 99 |
